# Screening results: PubChem BioAssay, National Center for Advancing Translational Sciences (NCATS)
# ASM inhibitor: Inhibitors of Secretory Acid Sphingomyelinase (S-ASM): qHTS; placental ASM, HMU-PC fluorogenic substrate, 60 min; Potency, µM (top dose mostly 57.5 µM), inactives show at the highest dose activity change, negative = inhibition, usual class: inhibitors; actives 0.006% (n = 340,000); AID 504937, 2011; also: potency is read from the fitted curve at half-maximal effect
# Target sequence (P17405 47-631 limits assumed): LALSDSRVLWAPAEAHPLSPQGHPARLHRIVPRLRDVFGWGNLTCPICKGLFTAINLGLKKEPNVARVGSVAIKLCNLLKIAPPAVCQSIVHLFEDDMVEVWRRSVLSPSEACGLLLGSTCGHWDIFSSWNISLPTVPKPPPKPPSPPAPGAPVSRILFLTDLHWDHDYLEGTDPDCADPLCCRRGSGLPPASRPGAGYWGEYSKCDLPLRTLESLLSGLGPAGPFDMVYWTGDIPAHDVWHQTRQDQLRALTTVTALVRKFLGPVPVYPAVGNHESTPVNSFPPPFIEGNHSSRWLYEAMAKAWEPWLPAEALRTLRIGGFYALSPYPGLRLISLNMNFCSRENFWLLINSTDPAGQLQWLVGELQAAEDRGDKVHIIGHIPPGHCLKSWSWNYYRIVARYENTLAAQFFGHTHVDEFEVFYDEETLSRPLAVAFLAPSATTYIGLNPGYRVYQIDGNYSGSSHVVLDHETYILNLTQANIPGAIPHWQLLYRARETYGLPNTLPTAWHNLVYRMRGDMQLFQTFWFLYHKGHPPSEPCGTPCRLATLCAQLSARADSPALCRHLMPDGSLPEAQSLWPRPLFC
#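 HMU-PC0 cleavage (9 uM final) by human placental ASM, 60 min at 37 °C following 10 min compound exposure at RT; stopped at pH 10, fluorescence Ex 386/Em 447 nm.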
# PKM2 activator: qHTS Assay for Activators of Human Muscle isoform 2 Pyruvate Kinase; Pyruvate kinase PKM (Homo sapiens), P14618; actives 0.34% (n = 260,000); purified PKM2, Kinase-Glo ATP luminescence, activation; response scale: 0% is enzyme alone, no compound; Potency, µM (doses to about 57.5 µM), for inactives: top-dose activation, usual class: activators; also: potency is read from the fitted curve at half-maximal effect; % is scaled to controls: 0 for no effect and ±100 for the full control effect; nearly all actives have a fitted effect of over 55% in size
#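 hPK-M2, >95% pure; 0.1 mM ADP / 0.5 mM PEP final; imidazole pH7.2 buffer w/ 7 mM MgCl2, 50 mM KCl; 1 h RT; Kinase-Glo lum. Intermediate enzyme activity for dual inhibitor/activator qHTS.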
# PTAP TSG101 blk: qHTS Assay for Iinhibitors of HIV-1 Budding by Blocking the Interaction of PTAP/TSG101 | Tumor susceptibility gene 101 protein (Homo sapiens), Q99816 | Fluorescence polarization, FITC-PTAP peptide / Tsg101 binding | Potency, µM (highest dose often 115 µM), for the others: top-dose activity change, negative = inhibition, actives largely listed as inhibitors | 340,000 tested, under 10 active; active = well fitted inhibition curve with a large enough effect in the main read-out, with a control signal flat, not every such curve was filed as active; inconclusive = small, poorly fitted or top-dose-only effect, or effect the other way, or a change in a side signal; inactive = no such curve, though single readings can be large or run the other way; also: potency is read from the fitted curve at half-maximal effect; % of control where 0% means no effect
#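 FP read-out: FITC-PTAP peptide, 50 nM final, binding Tsg101 binding domain, 10 uM final; 20 min, r.t.; 10 mM HEPES pH 7.5, 0.15 M NaCl, 0.01% Tween 20, 3 mM EDTA, 0.1 mM TCEP.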
# Giardia killer: Small Molecules that selectively kill Giardia lamblia: qHTS; Giardia lamblia trophozoite viability; activity change, % at 7.66 µM, hits read low; actives 0.15% (n = 340,000); AID 540267, 2011; in the data active = activity change below about -80%; inconclusive = between about -30% and that limit;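 also: parasites exposed to compound for two days anaerobically before the ATP read; % is scaled to controls: 0 for no effect and ±100 for the full control effect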
#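 Each well holds 100 Giardia trophozoites and compound. After two days (48 hrs) at 37 deg C in anaerobic conditions, ATP is quantified by luminescence.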
# Integrin act MD: qHTS for Activators of Integrin-Mediated Alleviation for Muscular Dystrophy | Potency, µM (doses to about 38.3 µM), for the others: at the highest dose activation, most hits filed as activators | alpha7betagal myoblasts, beta-gal FDG fluorescence, 48 h | actives 0.064% (n = 350,000) | AID 624291, 2012;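 also: potency is read from the fitted curve at half-maximal effect; 100% = response of the positive control SU9516; nearly all actives have a fitted effect of over 60% in size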
#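 alpha7betagal+/- myoblasts (passage 13, 250/well) treated 48 h at 37C with compounds at 1:260 dilution of DMSO stock. Lysed, then beta-galactosidase activity read as FDG fluorescence (ex 480/em 540) after 30 min, with pre-read for autofluorescence.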
# FBPA coupling cs: qHTS Assay for Inhibitors of Fructose-1,6-bisphosphate Aldolase from Giardia Lamblia: Coupling assay counterscreen; activity change, negative = inhibition, % at 58.2 µM, hits read low; coupling enzyme system counterscreen, AmpLite Red fluorescence; actives 0.67% (n = 290,000); in the data active = activity change below about -30%; also: % is scaled to controls: 0 for no effect and ±100 for the full control effect
#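 Coupling enzymes only (glyceraldehyde-3-phosphate) + compound, at 57.5 uM final, 10 min RT; add substrate/coupling/AmpLite Red mix, 20 min RT; fluorescence ex 525/em 598 nm. Actives flag coupling-system interference.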
# B2AR arrestin: qHTS assay of beta-arrestin-biased ligands of beta2-adrenergic receptor. actives 0.02% (n = 330,000). Potency, µM (titrated, usually from 46.1 µM), without a hit: at the highest dose activation, actives largely listed as activators. beta-arrestin recruitment to beta2AR, cell-based reporter. Beta-2 adrenergic receptor (Homo sapiens), P07550;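 also: potency is read from the fitted curve at half-maximal effect; 0% = DMSO controls and full agonism = EC100 isoproterenol or metaproterenol; nearly all actives have a fitted effect of over 65% in size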
# Target sequence (P07550 whole entry, looked up): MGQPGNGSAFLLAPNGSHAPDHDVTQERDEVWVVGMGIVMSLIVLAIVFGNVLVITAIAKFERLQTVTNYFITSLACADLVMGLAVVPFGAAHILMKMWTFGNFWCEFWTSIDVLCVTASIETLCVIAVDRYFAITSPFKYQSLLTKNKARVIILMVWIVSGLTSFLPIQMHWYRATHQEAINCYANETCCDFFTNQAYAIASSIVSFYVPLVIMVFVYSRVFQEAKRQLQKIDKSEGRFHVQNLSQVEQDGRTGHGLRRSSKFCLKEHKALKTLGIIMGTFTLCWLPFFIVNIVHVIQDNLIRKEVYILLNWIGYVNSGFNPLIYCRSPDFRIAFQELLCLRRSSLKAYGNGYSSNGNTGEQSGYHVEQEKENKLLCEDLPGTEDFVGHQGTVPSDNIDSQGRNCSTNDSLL
# Tb PFK inh: qHTS Assay to Find Inhibitors of T. brucei phosphofructokinase | ATP-dependent 6-phosphofructokinase (Trypanosoma brucei brucei), O15648 | T. brucei PFK, ADP-Glo luminescence | Potency, µM (titrated, usually from 57.5 µM), without a hit: at the top dose activity, negative = inhibition, usual class: inhibitors | actives 0.17% (n = 330,000);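 also: potency is read from the fitted curve at half-maximal effect; 0% = uninhibited 1x PFK enzyme wells and -100% = no-enzyme wells; nearly all actives have a fitted effect of over 60% in size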
#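 1.25 nM PFK with 0.5 mM F6P and 0.1 mM ATP in 0.1 M TEA pH 8.0, 5 mM MgCl2, incubated 45 min at room temperature; ADP measured by ADP-Glo luminescence; compounds titrated up to 57 uM.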
# BCR signal inh: qHTS Assay to Find Inhibitors of Chronic Active B-Cell Receptor Signaling. actives 0.05% (n = 340,000). AID 493014, 2011. ABC-DLBCL IkBa-CBG/CBR reporter, luminescence ratio, 4 h. Potency, µM (series often up to 46.1 µM), inactives show top-dose ratio change, negative = lower green/red ratio, most hits filed as inhibitors; active = well fitted inhibition curve with a large enough effect in the signal ratio, with a control signal flat, not every such curve was filed as active; inconclusive = small, poorly fitted or top-dose-only effect, or effect the other way, or a change in a side signal; the % refers to the signal ratio;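 also: potency is read from the fitted curve at half-maximal effect; plate controls were basal doxycycline-induced cells for no effect and cells given 10 µM MG132 for full effect; MG132 reads +100%, hits lower the ratio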
#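 Compounds up to 46 uM were incubated four hours with TMD8 cells whose green CBG68 luciferase is fused to IkappaBalpha; red CBR luminescence normalised the signal, and concentration-effect curves were fitted to fusion, red and ratio data.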
# Menin MLL FP TR: qHTS Assay for Inhibitors Targeting the Menin-MLL Interaction in MLL Related Leukemias: Competition With Texas Red Labeled MLL-derived Mutant Peptide | actives 0.23% (n = 270,000) | Menin + Texas Red MLL mutant peptide, fluorescence polarization | AID 1768, 2009 | O00255 | Potency, µM (doses to about 61.6 µM), inactives show at the top dose FP activity change, negative = inhibition, hits mostly inhibitors; active = well fitted inhibition curve with a large enough effect in the polarisation, with a control signal flat, not every such curve was filed as active; inconclusive = small, poorly fitted or top-dose-only effect, or effect the other way, or a change in a side signal; inactive = no such curve, though single readings can be large or run the other way; the % refers to the polarisation; also: potency is read from the fitted curve at half-maximal effect; % of control where 0% means no effect; many of its hits are not listed in these tables
# GALK inhibitor: qHTS Assay for Inhibitors of Human Galactokinase (GALK); Purified GALK, Kinase-Glo residual ATP luminescence; Potency, µM (titrated, usually from 57.5 µM), without a hit: at the highest dose activity change, negative = inhibition, actives largely listed as inhibitors; actives 0.007% (n = 270,000); AID 1868, 2009; also: potency is read from the fitted curve at half-maximal effect; % is scaled to controls: 0 for no effect and ±100 for the full control effect
#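 Human GALK (5 nM) with 35 uM ATP and 100 uM galactose in 20 mM HEPES pH 8.0, 5 mM MgCl2, 60 mM NaCl, 1 mM DTT, 0.01% BSA. After 1 h at room temperature, leftover ATP was read by Kinase-Glo Plus luminescence.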
# The depositor's hits bear a star; ? = inconclusive; · = no result given; [ ] = remark or other dose. Unless noted, calls follow the shape of the dose curve; as a rule, active = well fitted curve in the direction sought with a large enough effect; inconclusive = small, poorly fitted or top-dose-only effect, or another doubt; inactive = no such curve, though single readings can be large; an effect the other way counts as inactive or inconclusive.
SMILES,ASM inhibitor,PKM2 activator,PTAP TSG101 blk,Giardia killer,Integrin act MD,FBPA coupling cs,B2AR arrestin,Tb PFK inh,BCR signal inh,Menin MLL FP TR,GALK inhibitor
O=C(c1cc2cc(Cl)ccc2oc1=O)N1CCCC1,2%,0%,-2%,-8,6%,0,-0.5%,2%,-2%,20%,-1%
COC(=O)C1=C(CS(=O)(=O)c2ccc(Cl)cc2)NC(=O)NC1c1ccc(O)cc1 (stereo not drawn),-1%,1%[0.46 µM],0%,8,-16%,-2,-1.6%,-8%,-6%,11%,9%
Cc1cccc(OCCOC(=O)CN2C(=O)NC3(CCCC3)C2=O)c1,1%,·,0%,-8,4%,·,-0.1%,22%,-4%,·,·
CN(C)CCCNC(=O)C[C@H]1C[C@H](C(=O)N2CCCCC2)[C@@]2(C)c3[nH]c4ccc(Cl)cc4c3CCN2C1=O,2%,·,-7%,-7,0%,·,-0.3%,0%,?,·,·
CC(CCc1ccccc1)NC(=O)/C=C/c1ccc(F)cc1 (stereo not drawn),·,-5%,·,·,·,-9,-0.3%,-1%,6%,-4%,-1%
CCOC(=O)c1[nH]cnc1C(=O)Nc1ccccc1C,1%,5%,0%,-10,19%,1,-1.7%,3%,9%,-9%,-4%
COc1ccc(-n2cc(CN(C)C3CCOCC3)c(-c3cccc(F)c3)n2)cc1,3%,0%,-5%,25,-40%,-2,0.4%,-2%,-7%,0%,1%
COCN(C#N)c1nc(N(C)C)nc(N(C)C)n1,0%,4%,-1%,10,7%,0,-0.3%,0%,11%,-15%,0%
Cc1cc(C(=O)OCC(=O)N2c3ccccc3CC2C)c(C)o1 (stereo not drawn),-3%,-1%,-2%,3,-20%,-1,0.1%,-4%,5%,-17%,0%
Cc1c(-c2ccccc2)nc(-c2ccccc2)[nH]c1=O,3%,-2%,-5%,12,28%,-2,0.0%,-3%,7%,7%,2%
COC(=O)CNc1nc(Cl)nc(Nc2ccc(C)cc2)n1,2%,-1%,-1%,-10,13%,3,-0.2%,-5%,0%,?,10%
CC(C)(C)C(=O)COC(=O)c1ccc2c(c1)C(=O)N(Cc1ccco1)C2=O,0%,0%,-4%,2,4%,0,0.1%,3%,-9%,17%,0%
CCOc1cccc2cc(-c3csc(NC(=O)CCC(=O)NCCCN4CCC(C)CC4)n3)c(=O)oc12,·,?,·,·,·,2,0.1%,1%,-1%,-4%,8%
CC(C)NC(=O)c1sc2nc(-c3cccs3)cc(-c3cccs3)c2c1N,2%,0%,-10%,0,32%,1,0.0%,-18%,0%,-6%,-1%
COc1ccc2c(c1)CCCC21NC(=O)NC1=O (stereo not drawn),1%,-4%,-4%,0,13%,0,0.4%,-3%,?,-6%,5%
CCCc1c(C)c2ccccc2[nH]c1=O,-4%,-1%,-1%,16,18%,-1,0.3%,4%,-4%,6%,3%
CCC(C)NC(=O)CNC(=O)c1nn(-c2ccc(OC)c(Cl)c2)c(=O)c2ccccc12 (stereo not drawn),-1%,·,-5%,-14,-24%,2,0.5%,2%,5%,?,4%
Nn1c(C2CCC2)nc2cc(Cl)ccc2c1=O,4%,5%,-5%,2,12%,4,0.1%,-1%,?,-28%,1%
COc1ccc(-n2cc(C(=O)O)c(=O)cc2C)cc1,2%,0%,0%,7,0%,-1,0.3%,2%,5%,12%,13%
CCOc1ccc(CN2C(=O)c3ccccc3C2C(=O)NCc2cccnc2)cc1 (stereo not drawn),2%,-1%,-6%,7,14%,1,0.3%,-1%,?,-3%,1%
C/C(=N/O)c1ccccn1,0%,-3%,-9%,-16,0%,-1,-1.4%,-3%,-2%,9%,1%
O=C1Nc2ccccc2C(O)(C(=O)NCc2ccco2)N1c1ccc(Cl)c(Cl)c1 (stereo not drawn),-1%,-10%,-1%,-8,-20%,3,-0.1%,-17%,?,18%,0%
CC(C)c1ccc(CNC(=O)C2CCCN2S(=O)(=O)c2ccccc2)cc1 (stereo not drawn),-2%,·,0%,-4,9%,1,0.2%,0%,-1%,0%,1%
N#CN=C(c1ccccc1)c1ccccc1,4%,-2%,-5%,2,0%,-2,-0.1%,12%,-3%,11%,-1%
CCOC(=O)Cc1cn(C(=O)OC(C)(C)C)c2ccccc12,0%,·,·,11,-8%,·,0.3%,2%,?,·,·
Cc1nn(Cc2ccc(Cl)cc2Cl)c(C)c1NC(=O)NC12CC3CC(CC(C3)C1)C2,-3%,-3%,-3%,10,-35%,11,-0.1%,4%,1%,-6%,1%
CC(C)C(=O)Nc1cc2c3c(c1)CCN3C(=O)CC2,2%,·,-1%,8,17%,8,0.1%,1%,?,-1%,3%
CC(C)(C)OC(=O)C[C@H]1C/C=C\C[C@@H](CC(=O)N[C@H](CO)Cc2ccccc2)C(=O)NCCOC1=O,1%,·,2%,-8,2%,·,0.3%,3%,3%,·,·
Cc1c(Cl)c([N+](=O)[O-])nn1CCCC(=O)Nc1sc2c(c1C(N)=O)CCC(C)C2 (stereo not drawn),-4%,-1%,-3%,-9,-3%,4,0.0%,-2%,-1%,20%,-3%
COc1ccc(-c2noc(CCC(=O)Nc3cccnc3)n2)cc1OC,-1%,8.9µM*,-4%,-15,-5%,-1,-0.4%,1%,-15%,1%,3%
O=C(CSc1nnc(NC(=O)c2ccccc2)s1)NCc1ccco1,3%,-4%,-2%,?,-22%,·,-0.8%,?,-7%,·,7%
CCOc1ccc(N(CC(=O)NCc2ccccc2)S(=O)(=O)c2c(C)noc2C)cc1,-7%,-1%,-2%,-3,15%,-1,0.2%,-2%,8%,-16%[11.7 µM],1%
COCCn1cnc2c1c(=O)n(CC(=O)NCC(F)(F)F)c(=O)n2Cc1ccccc1,5%,·,3%,-4,23%,0,-0.2%,2%,3%,-3%,0%
CN(C(=O)c1cccc(NC(=O)C2CCN(C(=O)OC(C)(C)C)CC2)c1)C1CCCCC1,0%,·,·,8,-22%,·,-0.9%,4%,0%,·,·
O=C(Cc1cccs1)Nc1cccc(-c2nnc(-c3ccco3)o2)c1,-2%,-1%,-2%,-20,-9%,0,-0.3%,3%,24%,?,0%
COc1ccc(C(=O)Nn2c(C)ccc2C)cc1OC,-1%,-1%,-5%,-15,17%,0,-0.4%,-3%,-1%,20%,0%
CC(=O)Oc1ccc(N2C(=O)C3C(C2=O)C(C(=O)c2ccc(Cl)cc2)N2CCCC32)cc1 (stereo not drawn),8%,-18%,-12%,26,-75%[inhibitor],0,11%,0%,-5%,·,6%
CCn1c(Cc2ccccc2)nnc1SCC(=O)c1cccc([N+](=O)[O-])c1,-2%,0%,-2%,-3,-29%,0,-0.1%,-3%,7%,-20%,·
Cc1cc(Cl)cc(Cl)c1CNc1c([N+](=O)[O-])c(=O)oc2ccccc12,-8%,2%,0%,8,12%,3,-0.3%,-1%,1%,7%,2%
CSc1nnc(N2C(=O)C(O)=C(C(=O)c3ccco3)C2c2ccccc2)s1 (stereo not drawn),-2%,·,6%,?,-29%,8,-1.0%,1%,12%,?,-4%
O=S(=O)(N/N=C1\CCCc2ccccc21)c1ccccc1,-3%,·,-2%,19,-11%,·,-0.3%,-4%,?,·,·
COc1cc(NC(=S)NC(=O)c2cccs2)ccc1NC(=O)C(C)C,0%,-8%,-2%,10,-16%,-7,0.1%,-2%,?,-6%,-1%
Cc1ccc(-n2ncc3c(=O)n(CC#N)cnc32)cc1,-2%,-6%,-3%,-9,-41%,0,-0.5%,-1%,?,2%,3%
COc1cc(-n2c(=O)c3ccccc3n(Cc3ccccc3)c2=O)cc(OC)c1OC,1%,-15%,-4%,7,-23%,3,0.2%,-4%,-15%,·,-2%
CCCCN1C(=O)C(=O)NC[C@@H]1C(C)O (stereo partly drawn),10%,-10%,2%,1,-13%,-2,0.3%,-22%,-3%,·,3%

# The list is partial (hit frequency here may not be typical).
